# MC4R antag cAMP – antagonists of human melanocortin 4 receptor (MC4R) | inhibition, % at 6.5 µM | 0.48% of 360,000 active | MC4R-expressing cells, MTII-stimulated cAMP, LANCE TR-FRET | P32245;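 active = inhibition above its plate's cutoff, the mean of tested wells on that plate plus 3 SD, cut at about 29% in these data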;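 also: 0% = Melanotan II alone and 100% = Melanotan II plus saturating MCL0020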
#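 system = U2OS cells with stable human MC4R expression | also added = Melanotan II challenge after compound preincubation | dosing = one concentration, 6.5 µM nominal | incubation = compound 30 min, challenge 1 h, detection 1 h | measured by = TR-FRET with Eu-cAMP and labeled anti-cAMP, 671 nm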
# PDI inh – PDI (human) enzyme inhibition. PDI insulin aggregation turbidity, A650, 90 min. 0.052% of 350,000 active. inhibition, % at 10 µM;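 active = mean inhibition across replicates of 30% or more, whatever share of single replicates reach that level; inconclusive = mean inhibition below 30% while every single replicate reaches 30%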;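 also: absorbance from insulin aggregation driven by PDI reduction with DTT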
# Target sequence (P07237 whole entry, looked up): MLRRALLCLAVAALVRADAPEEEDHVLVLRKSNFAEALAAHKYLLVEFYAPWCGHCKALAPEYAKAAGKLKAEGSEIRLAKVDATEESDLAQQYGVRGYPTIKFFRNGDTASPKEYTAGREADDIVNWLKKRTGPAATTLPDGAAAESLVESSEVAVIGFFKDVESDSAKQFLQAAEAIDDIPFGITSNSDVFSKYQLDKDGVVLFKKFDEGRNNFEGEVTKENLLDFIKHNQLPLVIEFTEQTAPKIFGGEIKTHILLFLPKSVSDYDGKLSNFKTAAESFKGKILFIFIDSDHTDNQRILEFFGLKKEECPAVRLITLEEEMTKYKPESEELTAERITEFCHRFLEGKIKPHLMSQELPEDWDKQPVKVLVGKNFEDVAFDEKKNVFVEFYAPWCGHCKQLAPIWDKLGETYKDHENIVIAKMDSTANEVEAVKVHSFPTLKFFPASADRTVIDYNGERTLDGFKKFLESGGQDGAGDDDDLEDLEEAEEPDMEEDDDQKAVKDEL
# H9c2 protect – myocardial damage modulation in H9c2 cells; H9c2 cardiomyocytes, H2O2 injury protection, ATPLite, 2 h; protection from H2O2 cell death, % at 20 µM; 0.63% of 360,000 active;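 active = compounds giving at least 50% protection of heart cells from peroxide-induced death in the single-dose screen, raw or plate-pattern-corrected value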;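 also: 0% = DMSO wells with peroxide and 100% = DMSO wells without peroxide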
# HTR2A ag – mouse HTR2A agonism via beta-arrestin recruitment; P35363; CHO-K1 mHTR2A beta-arrestin complementation, luminescence; percent of 30 µM serotonin response; activation, % at 7.6 µM; 0.66% of 360,000 active; AID 624169;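 active = activation above a run cutoff, the mean activation of all tested compounds plus 3 SD, cut at about 14% in these data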;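 also: 0% = plate median of compound wells and 100% = 30 µM serotonin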
# Target sequence (P35363 whole entry, looked up): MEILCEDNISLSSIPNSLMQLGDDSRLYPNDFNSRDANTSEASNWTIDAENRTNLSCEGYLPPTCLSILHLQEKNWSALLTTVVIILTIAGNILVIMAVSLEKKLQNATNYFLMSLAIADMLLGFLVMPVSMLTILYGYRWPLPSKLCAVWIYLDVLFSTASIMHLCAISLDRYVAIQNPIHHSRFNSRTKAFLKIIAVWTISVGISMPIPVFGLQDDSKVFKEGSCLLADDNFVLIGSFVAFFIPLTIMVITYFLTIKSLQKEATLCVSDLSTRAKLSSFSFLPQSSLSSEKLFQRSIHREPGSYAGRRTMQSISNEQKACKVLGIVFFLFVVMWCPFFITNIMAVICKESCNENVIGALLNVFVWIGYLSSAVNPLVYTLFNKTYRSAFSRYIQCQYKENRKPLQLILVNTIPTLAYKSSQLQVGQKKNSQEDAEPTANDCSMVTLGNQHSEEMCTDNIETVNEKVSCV
# ABHD5 PLIN5 PPI – ABHD5-PLIN5 protein interaction inhibition; Split G. princeps luciferase complementation, luminescence, 4 h; inhibition, % at 4 µM; 0.78% of 360,000 active;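 active = inhibition above the mean inhibition across every tested compound plus 3 SD, cut at about 22% in these data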;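 also: 0% = DMSO only wells and the 100% control is not disclosed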
# ABCB6 inh 2 – human ABCB6 transporter inhibition; K562-ABCB6 porphyrin accumulation, flow cytometry, 1 h; hits give low values; fluorescence ratio to DMSO, % at 10 µM; 0.19% of 360,000 active;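 active = fluorescence ratio to DMSO below 75%, the collection mean minus 3 SD; inconclusive = too few cells collected in the well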;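 also: signal is porphyrin accumulated inside mitochondria; 100% equals median channel fluorescence of DMSO control wells; lower ratio means ABCB6 inhibition with less porphyrin fluorescence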
# CaV13 ICDI inh – Primary screen for inhibitors of IQ motif and Ca2+-dependent inactivation inhibitor domain binding in CACNA1D, Förster resonance energy transfer in living cells, …. 0.098% of 340,000 active. AID 743397. HEK cells, CFP/YFP FRET ICDI-IQ, plate reader, 10 min; percent FRET-ratio fall versus neutral wells. inhibition, % at 12.3 µM;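 active = mean replicate inhibition of at least 30% and at least 1% of replicates passing that level; inconclusive = only one of the two criteria is met; inactive = neither criterion is met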;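 also: 0% = median of the neutral control wells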
# MC4R barr agon – agonists of human melanocortin 4 receptor (MC4R) beta-arrestin. P32245. U2OS MC4R beta-arrestin complementation, luminescence; percent of melanotan II response, DMSO zero. activation, % at 8.9 µM. 0.98% of 360,000 active;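 active = activation above a per-plate cutoff, the mean activation of sample wells on that plate plus 3 SD, cut at about 8% in these data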
# Exocytosis inh – lytic granule exocytosis inhibition; TALL-104 LAMP-1 surface exposure, flow cytometry; cells stimulated with thapsigargin and PMA; inhibition, % at 10 µM; 0.66% of 360,000 active;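 active = inhibition above about 55%, limit read from the data; inconclusive = no clear call, values can overlap the other calls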
# Glyco luc inh – N-linked glycosylation inhibition. D54 ERlucT glycosylation luciferase reporter, 24 h; percent of 100 nM tunicamycin response. 0.23% of 360,000 active. reporter increase, % at 12.5 µM;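 active = mean luciferase reporter signal, scaled so untreated is 0 and the glycosylation-blocking control 100, at or above a set limit in every replicate; inconclusive = mean reaches the limit but not every replicate does; inactive = mean below the limit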;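 also: luciferase carries N-glycosylation sites so blocking glycosylation raises the light; 0% = median of neutral control wells and 100% = median of 100 nM tunicamycin wells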
# * hit, by the source's call; ? = inconclusive; . = no result given; & = joins results of further samples.
structure,Glyco luc inh,HTR2A ag,ABHD5 PLIN5 PPI,PDI inh,H9c2 protect,ABCB6 inh 2,Exocytosis inh,CaV13 ICDI inh,MC4R barr agon,MC4R antag cAMP
COc1ccc(CN(C)S(=O)(=O)c2nnc(NC(=O)c3cccc(F)c3)s2)cc1,5,-7,-7,0,-11,97,6,-7,0.2,5
Cc1nc([N+](=O)[O-])c(Sc2nc3ccccc3[nH]2)n1Cc1ccccc1,19,-4,10,-1,6,97,-4,-15,-2.9,3
NNC(=O)c1sc(-c2ccccc2)cc1N,-5,-4,-10,1,0,132,1,-7,4.3,-2
CC(=O)c1ccc(OCCCC(=O)Nc2cc(Cl)ccc2-n2cncn2)cc1,1,10,0,-4,-1,97,0,-5,-1.7,1
Cc1ccc(S(=O)(=O)N2CCC3(CC2)OCCO3)s1,0,1,11,5,2,103,-2,-5,-3.4,-1
Cc1cc(C(=O)CSc2nnc(-c3ccc(F)cc3)o2)c(C)n1CC1CCCO1 (centres undefined),1,5,6,3,-17,100,-1,.,-0.1,7
O=C(/C(=C\c1ccccc1)c1nc2ccccc2[nH]1)c1ccc(Cl)cc1,34*,-5,21,15,-18,100,46,-6,0.7,4
CCn1c(SCC(=O)N(C)CC(=O)Nc2ccc(F)c(F)c2F)nnc1-c1ccco1,-1,8,2,-3,-4,95,6,-6,-2.2,13
COc1ccc(N2CCN(C(CNC(=O)C(=O)NCC(OC)OC)c3ccco3)CC2)cc1 (centres undefined),1,1,-5,2,6,105,3,-3,-0.7,3
CCOC(=O)c1ccc(-n2c(O)c(/C=N/NC(=O)C3COc4ccccc4O3)c3ccccc3c2=O)cc1 (centres undefined),2,-5,-2,0,43,101,5,-7,-2.1,17
Cc1ccc(NC(=O)C2COc3ccccc3O2)nc1 (centres undefined),-1,-2,0,-2,-10,105,0,-2,-2.2,1
CCSc1ccccc1C(=O)Nc1ccc2c(c1)OCO2,1,-4,-7,-5,0,100,-8,2,-0.5,9
COC(=O)c1cccc(NC(N)=S)c1,1,1,-3,-2,0,99,2,-6,-0.6,2
CCOC(=O)/C=c1/s/c(=C/c2ccc3cc(OC)ccc3c2)c(=O)n1CC(=O)NCC1CCCO1 (centres undefined),-2,0,-5,-11,8,99,-4,-16,-1.7,-3
COc1cccc(-n2c(-c3ccc4[nH]c(C)c(C)c4c3)n[nH]c2=S)c1,2,7,-12,11,0,102,12,-5,-3.5,-2
CCn1cc(CN2CCC(n3nccc3NC(=O)c3ccccc3OC)CC2)cn1,4,-5,5,3,5,99,-11,-5,0.3,13
COc1ccc(C(=O)/C=C/c2ccccc2OC)c(OC(=O)c2ccc([N+](=O)[O-])cc2)c1,9,1,-1,-2,-10,83,-1,-4,-2.6,-4
O=C1c2cccnc2C(=O)N1Cc1ccc(F)cc1S(=O)(=O)NCc1ccco1,0,-3,3,-3,6,98,-1,-8,-2.6,2
Cc1ccc(NC(=O)Cc2n[nH]c(=S)n2C)cc1,1,1,-6,0,-2,99,4,-5,-1.8,-4
COc1ccc2noc3c2c1C(=O)c1ccccc1-3,?,0,-1,-2,10,346,88*,-77,-1.6,-15
CC(C)c1ccc(NC(=O)COc2ccccn2)cc1,2,4,-3,-8,0,94,1,1,1.0,3
O=C1CSC(c2ccccn2)N1c1ccc(Br)cc1 (centres undefined),1,0,4,4,-2,99,5,-7,-1.1,2
COc1ccc(C(=O)N2CCOCC2c2cc(C(=O)NCc3ccccc3)no2)cc1 (centres undefined),1,0,-5,14,-4,95,0,-4,-0.8,-1
CCn1cnc2cc(NC(=O)c3ccco3)ccc21,-10,4,-1,0,-14,96,2,-10,-2.4,-6
CNc1nc(-c2ccc(OC)cc2)c(-c2ccc(OC)cc2)s1,-2,3,2,-1,-6,96,5,-8,-1.1,-1
Cc1ccc(S(=O)(=O)NC(C)C(=O)NC2CC2)cc1 (centres undefined),-1,1,3,4,4,90,1,-2,-3.0,-2
CC(=O)c1ccc(N2CCN(C(=O)c3cccs3)C(C)C2)c(F)c1 (centres undefined),-4,1,-1,-4,-10,106,-1,-3,1.0,0
CC1(C)CC(NC(=O)c2cc([N+](=O)[O-])cc([N+](=O)[O-])c2)CC(C)(C)N1,3,0,-1,8,8,96,-1,-4,-1.3,6
Cc1cc(C)c2cc(C#N)c(SCC(=O)NCC3CCCO3)nc2c1 (centres undefined),1,0,-5,-6,-13,87,-1,.,-2.3,11
N#Cc1ccc(NC(=O)COc2ccc(-n3cnnn3)cc2)cc1,-1,5,-7,7,5,97,-2,-6,-1.7,7
CC(=O)N1CCc2c(sc(NC(=O)Cc3ccc(F)cc3)c2C#N)C1,5,-2,6,15,-3,102,-5,-4,1.5,2
O=C(c1ccccc1NS(=O)(=O)c1cccc([N+](=O)[O-])c1)N1CCCC1,1,3,-5,9,8,105,-7,-9,-3.6,7
CC1CCCC(C)N1NC(=O)c1cccc(S(=O)(=O)N2CCc3ccccc32)c1 (centres undefined),1,-2,-7,-11,9,93,3,-5,-1.2,4
Cc1cccn2cc(CCNC(=O)Cc3cccs3)nc12,1,2,0,-7,6,97,-5,-4,-2.1,3
COC(=O)c1ccccc1NC(=O)CSc1nnc(-c2ccoc2C)n1C,2,1,5,-1,5,98,2,-4,-0.8,4
CCOC(=O)C(=C1Nc2ccccc2N1)n1c(-c2ccco2)nc2ccccc21,.,-2,-4,.,.,99,98*,-6,.,.
CSCC[C@H](NC(=O)Nc1ccc(OC(F)(F)F)cc1)C(=O)O,-1,0,-5,8,0,97,0,-5,-0.4,2
CC(=O)N1CCN(CC(=O)Nc2c(Cl)cc(Cl)cc2Cl)CC1,0,-2,0,-1,1,93,2,-10,-0.9,4
COc1ccc(N2CCN(C(=O)CNC(=O)c3ccc(C(C)(C)C)cc3)CC2)cc1,0,-1,3,-9,-11,98,3,0,5.3,-4
CC1(C(=O)NC2CCN(Cc3ccccc3)CC2)CCN1CCc1ccccc1 (centres undefined),-2,-12,1,12,7,98,-1,-7,2.4,13
CN(c1ccccc1)S(=O)(=O)c1cccc(NC(=O)c2cncc(Br)c2)c1,-7,-3,-6,-2,-2,97,0,-1,-3.0,3
COc1ccc(CCNC(=O)COC(=O)C23CC4CC(CC(C4)C2)C3)cc1,-1,2,3,-6,-6,96,-2,-4,2.1,-6
Cc1cc(C)nc(SCCCNCc2c(F)cccc2Cl)n1,-1,-1,0,-2,2,100,11,-5,-1.9,-2
Cc1c(NC(=O)COC(=O)C(c2ccc(Cl)cc2)C(C)C)c(=O)n(-c2ccccc2)n1C (centres undefined),-2,0,9,-1,-1,97,1,-8,-1.3,11
CCN1/C(=C2/SC(=S)N(NC(C)=O)C2=O)Sc2ccc(OC)cc21,-1,-2,1,2,4,103,3,-5,-1.6,-6
CCC1=NN(S(=O)(=O)c2ccc(C)cc2)C(O)(C(F)(F)F)C1 (centres undefined),2,2,-10,-6,-1,94,2,-5,1.2,29*
NC(=O)[C@@H]1CCCNc2c(I)cc([N+](=O)[O-])cc2C(=O)N[C@@H](CCC(=O)O)C(=O)N[C@@H](CO)C(=O)N1,-1,5,7,3,6,107,-5,.,0.6,6
CC1CC(C)CN(CCCNS(=O)(=O)c2ccc3c(c2)oc(=O)n3C)C1 (centres undefined),4,2,-4,6,2,135,0,.,-2.2,3
CNC(=O)c1cc(C(=O)c2ccc(Cl)cc2)c[nH]1,3,0,1,14,0,96,1,-20,-1.3,-7
COC(=O)c1ccc(COc2ccc(C)cc2[N+](=O)[O-])o1,1,4,-4,7,4,98,0,-4,-0.5,13

# Later entries.
structure,Glyco luc inh,HTR2A ag,ABHD5 PLIN5 PPI,PDI inh,H9c2 protect,ABCB6 inh 2,Exocytosis inh,CaV13 ICDI inh,MC4R barr agon,MC4R antag cAMP
C=CCn1c(SCCCC)nc(O)cc1=O,1&0,3&0,-5&-4,10&3,-4&6,97&101,-2&17,-4&-4,-1.2&-2.4,2&1
Cc1cc([N+](=O)[O-])ccc1-c1ccc(/C=N/NC(=O)Cc2ccccc2)o1,-5,2,4,13,-2,103,?,-13,-0.4,-3
COc1cccc(N2CCN(CC(=O)NCc3cccs3)CC2)c1,1,0,1,1,15,110,2,.,-3.0,12
S=c1nc(-c2ccccc2)[nH]c2ccc(Br)cc12,2,-1,-5,3,-15,95,-3,-19,0.6,-1
COC(=O)c1sc(S(=O)(=O)NCCC(=O)O)c(C(=O)OC)c1C,3,3,9,-2,-2,197,0,-3,4.3,-4
Cc1cc(NC(=O)COC(=O)C2CC(=O)N(c3ccccc3)C2)no1 (centres undefined),2,2,1,?,1,93,-3,-3,0.3,-3
CC(=O)Nc1cccc(/C(C)=N/Nc2ccc(S(=O)(=O)Nc3ccccc3C(=O)O)cc2[N+](=O)[O-])c1,2,1,-1,5,0,105,-5,-5,-5.3,3
CN1CCC(N(C)CC(=O)Nc2cccc(Oc3ccccc3)c2)CC1,-2,-1,-1,-3,-4,96,4,-3,-0.5,-1
O=C(Oc1ccccc1)c1cc2ccccc2oc1=O,2,2,14,-6,4,108,-6,-12,2.8,1
COc1cc(SC)ccc1C(=O)N1CCc2ccccc21,2,3,3,4,-11,98,10,-5,0.0,19
O=C(CCCn1cncn1)N1CCCC(Nc2ccc(F)cc2)C1 (centres undefined),2,12,3,3,2,107,-1,-3,-2.1,-2
Nc1ncnn1Cc1ccccc1,1,0,2,-2,1,101,0,-3,-1.2,-7
COc1ccc(N2CCN(C(C)C(=O)N3CCCC3)CC2)cc1 (centres undefined),1,5,2,6,-2,97,0,10,-3.0,6
Cc1nonc1OCCn1c([N+](=O)[O-])cnc1C,-1,2,5,-13,6,93,6,9,-0.3,4
C/C(=N/NC(=O)C1CCN(S(=O)(=O)c2ccc(C)cc2)CC1)c1cccc([N+](=O)[O-])c1,-2,-2,1,3,5,97,-5,-5,0.5,18
CCCOc1cccc(C(=O)NC(=S)Nc2cccc(NC(=O)c3ccccc3Cl)c2)c1,2,-2,4,3,-6,105,-2,-2,-1.2,0
CC(Oc1ccccc1F)C(=O)NNC(=O)c1ccc(F)c(S(=O)(=O)N2CCOCC2)c1 (centres undefined),3,11,63*,2,5,102,-12,-6,-2.9,-3
CC(C)(C)NC(=O)C(CCc1ccccc1)n1c(=O)c(-c2ccccc2)nc2ccccc21 (centres undefined),.,-9,23*,.,.,.,27,-4,.,.
COc1cc(/C=c2/sc3nc(-c4ccccc4)c(-c4ccccc4)n3c2=O)cc(OC)c1OC,-3,-4,4,-4,-6,103,12,-6,1.7,17
